Vif imaging: HIV Vif self-association inhibitors, primary screen, imaging, HEK293T, single point; AID 602346, 2012; 340,000 compounds, 0.35% hits; inhibition, % at 7.49 µM; HEK293T cells, Vif self-association by quenched fluorescence, 24 h; in the data active = inhibition above about 50%, passing the limit was not always enough; note: some results filed as inactive read as strong as hits
NOD2 RIPK2 PPI: NOD2-RIPK2 binding disruptors in cells, primary screen, fluorescence, CHO cells, BLA complementation | Receptor-interacting serine/threonine-protein kinase 2 (Homo sapiens), O43353 | CCF4 ratio | inhibition, % at 4.98 µM | 360,000 compounds, 0.38% hits; in the data active = inhibition above about 21%;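 note: 0% = vehicle only and 100% = reference blocker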
TROY signal inh: inhibitors of TROY-driven NF-kB signaling, primary screen, Q293 LMP1-TROYcd cells, NF-kB luciferase, uHTS; Q293 LMP1-TROYcd NF-kB luciferase reporter, 4 h; inhibition, % at 10 µM; 360,000 compounds, 0.98% hits; AID 1347056, 2019;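 active = compounds whose plate-normalised and pattern-corrected inhibition of the luciferase reporter signal at the single screening dose is 50% or more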
TLR9-MyD88 inh: inhibitors of TLR9-MyD88 association in cells, primary screen, cell-based, CHO, BLA complementation, fluorescence; CCF4 FRET ratio; Toll-like receptor 9 (Homo sapiens) + Myeloid differentiation primary response protein …; inhibition, % at 4.98 µM; AID 504734, 2011; 340,000 compounds, 0.21% hits;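 active = inhibition above the mean over all tested compounds plus 3 SD, cut at about 21% in these data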;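 note: 0% = DMSO only wells and 100% = clavulanate BLA inhibitor control wells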
EBV LMP1 NFkB: EBV LMP1-driven NF-kappaB luciferase reporter inhibitors, primary screen, cell-based, luminescence, single point. LMP1-induced NF-kappaB luciferase reporter cells. inhibition, % at 12.5 µM. 350,000 compounds, 0.69% hits; in the data active = inhibition above about 41%;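 note: 0% = neutral control wells and 100% = reference inhibitor control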
NCOA2 inhibitor: inhibition of GAL4-SRC2 driven luciferase reporter, primary screen, SRC2 inhibitor project, cell-based, luminescence. inhibition, % at 9 µM. Nuclear receptor coactivator 2 (Homo sapiens), Q15596. HEK293 GAL4-SRC2 luciferase reporter. 370,000 compounds, 0.17% hits. AID 651957, 2012;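 active = inhibition above the mean inhibition of all tested compounds plus 3 SD, set per campaign, cut at about 52% in these data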;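 note: 0% = DMSO treated cells and 100% = cells given Gossypol at 36 µM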
C8 TRAIL sens: viability loss with TRAIL in NB7+C8 cells, primary screen, TRAIL sensitizer project, cell-based, ATPlite luminescence. AID 624354, 2012. 360,000 compounds, 1% hits. inhibition (viability loss, TRAIL sensitization), % at 10 µM;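 active = compounds causing at least 50% loss of cell viability in the single-dose screen, relative to plate controls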
LRH-1 inv ag: LRH-1 (NR5A2) inverse agonists, primary screen, cell-based, luminescence, HEK293T, StAR-luciferase reporter. 360,000 compounds, 0.13% hits. Nuclear receptor subfamily 5 group A member 2 (Homo sapiens), O00482. LRH-1 transfected, 24 h. AID 602396, 2012. inhibition, % at 3.6 µM;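 active = inhibition above the mean inhibition of all tested compounds plus 3 SD, cut at about 73% in these data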;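 note: 0% = DMSO wells and 100% = reporter-only cells lacking LRH-1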
Target sequence (O00482 whole entry, looked up): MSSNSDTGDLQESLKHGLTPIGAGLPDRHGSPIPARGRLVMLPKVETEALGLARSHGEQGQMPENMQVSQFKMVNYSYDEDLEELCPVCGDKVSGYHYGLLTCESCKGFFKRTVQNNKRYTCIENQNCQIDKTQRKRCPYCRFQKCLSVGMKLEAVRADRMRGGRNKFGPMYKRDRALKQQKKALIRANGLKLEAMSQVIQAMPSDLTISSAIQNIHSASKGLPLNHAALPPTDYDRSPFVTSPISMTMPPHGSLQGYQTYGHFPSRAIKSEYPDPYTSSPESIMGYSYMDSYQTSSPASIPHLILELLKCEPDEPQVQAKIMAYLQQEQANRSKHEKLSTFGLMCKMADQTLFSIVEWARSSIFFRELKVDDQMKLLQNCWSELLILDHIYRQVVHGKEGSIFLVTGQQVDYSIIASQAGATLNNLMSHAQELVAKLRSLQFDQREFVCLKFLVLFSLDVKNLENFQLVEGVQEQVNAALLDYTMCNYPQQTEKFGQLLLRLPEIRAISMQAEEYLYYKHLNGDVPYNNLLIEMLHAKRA
SRC3 inh: SRC3 coactivator transcriptional activity inhibitors, primary screen, cell-based, luminescence. 360,000 compounds, 0.17% hits. inhibition, % at 3.6 µM. AID 588352, 2011. HEK293 GAL4-SRC3 luciferase reporter. Nuclear receptor coactivator 3 (Homo sapiens), Q9Y6Q9;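 active = inhibition above a per-campaign cutoff, the mean of all compounds plus 3 SD, cut at about 60% in these data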;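 note: 0% = DMSO-treated cells and 100% = gossypol-treated cells at 36 µM; higher means less SRC3-driven luciferase light from the GAL4 reporter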
COUP-TFII inh: NR2F2 transcriptional activity inhibitors, primary screen, cell-based, luciferase reporter, HEK293T, luminescence; COUP transcription factor 2 (Homo sapiens), P24468; HEK293T NGFI-A luciferase reporter; inhibition, % at 8.6 µM; 370,000 compounds, 0.7% hits; AID 686940, 2013;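 active = inhibition above a per-plate cutoff, mean inhibition of test wells between control levels plus 3 SD, cut at about 38% in these data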;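 note: cells cotransfected with COUP-TFII expression vector driving the NGFI-A reporter; 0% = median of COUP-TF2 test wells and 100% = reporter-only cells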
Target sequence (P24468 whole entry, looked up): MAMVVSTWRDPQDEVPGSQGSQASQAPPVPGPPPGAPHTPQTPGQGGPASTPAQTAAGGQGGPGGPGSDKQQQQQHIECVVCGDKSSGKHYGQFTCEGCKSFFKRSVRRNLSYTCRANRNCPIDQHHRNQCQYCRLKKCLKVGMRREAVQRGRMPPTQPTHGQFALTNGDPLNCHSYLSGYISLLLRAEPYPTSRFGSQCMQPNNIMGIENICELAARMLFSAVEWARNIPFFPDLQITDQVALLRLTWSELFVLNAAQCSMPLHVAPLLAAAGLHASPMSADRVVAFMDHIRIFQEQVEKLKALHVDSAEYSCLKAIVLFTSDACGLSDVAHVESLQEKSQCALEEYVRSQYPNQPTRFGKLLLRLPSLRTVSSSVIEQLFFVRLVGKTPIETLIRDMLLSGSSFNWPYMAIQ
NCOA1 inh: SRC1 coactivator transcriptional activity inhibitors, primary screen, cell-based, luminescence; 360,000 compounds, 0.12% hits; inhibition, % at 3.6 µM; HEK293 GAL4-SRC1 luciferase reporter; Nuclear receptor coactivator 1 (Homo sapiens), Q15788;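 active = inhibition above the campaign mean plus 3 SD, with each screening campaign given its own cutoff, cut at about 60% in these data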;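 note: 0% = DMSO treated cells and 100% = gossypol at 36 µM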
Numbers without * were called inactive; i = inactive; / = not tested or not shown.

nr | SMILES | Vif imaging | NOD2 RIPK2 PPI | TROY signal inh | TLR9-MyD88 inh | EBV LMP1 NFkB | NCOA2 inhibitor | C8 TRAIL sens | LRH-1 inv ag | SRC3 inh | COUP-TFII inh | NCOA1 inh
1 | CCOC(=O)c1cn(Cc2ccc(Cl)cc2Cl)c2cc(C)nn2c1=O | -1 | 1 | -6 | 8 | -8 | -13 | 9 | 4 | 0 | -7 | 2
2 | Cc1ccc(OCCOC(=O)c2cccc(S(=O)(=O)N3CC(C)OC(C)C3)c2)cc1 (stereo not drawn) | -5 | -5 | 26 | -14 | 0 | 6 | 0 | -29 | 1 | 20 | -24
3 | COc1ccc(Cl)cc1C(=O)OCC(=O)c1c(N)n(C)c(=O)n(C)c1=O | / | -10 | 9 | 2 | 4 | 8 | -10 | -46 | 5 | 9 | -10
4 | Cc1ccc(S(=O)(=O)CCc2nnc(NC(=O)c3ccccn3)s2)cc1 | -2 | -3 | -2 | -11 | 3 | / | -1 | 10 | -21 | / | -9
5 | O=C(NCc1ccc2c(c1)OCO2)C1CCC(CNc2c(N3CCCC3)c(=O)c2=O)CC1 (stereo not drawn) | -1 | -16 | 8 | -3 | 4 | -1 | 12 | 6 | 1 | 12 | 3
6 | Cc1cc(S(=O)(=O)N2CCOCC2)c(C)s1 | -4 | -2 | 6 | 3 | -1 | -27 | 11 | -8 | 21 | 2 | -28
7 | Cc1cc(C(=O)OCC(=O)NC(C)(C)C)c2ccccc2n1 | -2 | -9 | 8 | -2 | 0 | 1 | 7 | 2 | 8 | 15 | -32
8 | C=CCNC(=O)c1ccc(-c2nc(-c3ccc(Cl)c(Cl)c3)cs2)cc1 | -1 | -5 | 23 | -10 | -29 | -13 | 0 | -12 | 17 | 4 | 12
9 | CCCC1(c2ccccc2)NC(=O)N(CC(=O)Nc2cc(C)ccc2OC)C1=O (stereo not drawn) | 6 | -4 | 3 | -3 | -7 | -12 | -2 | -1 | 1 | 13 | -22
10 | O=C(Nc1cccc(Br)c1)c1ccc2nc(N3C(=O)CCC3=O)sc2c1 | -14 | 3 | -26 | -3 | -14 | -30 | -2 | -17 | -5 | 0 | -2
11 | COC(=O)c1ccccc1NC(=O)c1cnn2c(C(F)F)cc(C3CC3)nc12 | 2 | -6 | 5 | 3 | 8 | -17 | 17 | 10 | 6 | -2 | 1
12 | Cc1cccc(C(O)c2ncc(-c3cccc(C(F)(F)F)c3)[nH]2)c1C (stereo not drawn) | -9 | -2 | -10 | / | / | 0 | -7 | -4 | -1 | 5 | 4
13 | O=C(c1cc(Cl)cc(Cl)c1)N1CCC2CC1c1cc(-c3ccc4c(c3)OCO4)ccc12 (stereo not drawn) | 7 | -1 | -4 | 1 | -1 | 23 | 2 | -9 | 24 | -11 | 1
14 | CCN(CC)c1ccc2c(c1)OC(N)=C(C#N)C2c1cccnc1 (stereo not drawn) | i | 2 | -21 | 0 | 12 | 32 | 4 | 15 | 7 | -4 | -17
15 | CS(=O)(=O)N(CCc1ccccc1)CC(=O)Nc1ccc(OCc2ccccc2)cc1 | -9 | 2 | -4 | -4 | -6 | -5 | 6 | 3 | 2 | 7 | 5
16 | NC(=O)c1c(NC(=O)c2cc3ccccc3o2)sc2c1CCC2 | / | 14 | -8 | 3 | -28 | -94 | 50* | -103 | -52 | -57 | -97
17 | C=CCNC(=S)NNC(=O)c1ccc(OC(C)C)cc1 | 1 | -9 | -24 | -9 | 3 | 1 | -11 | -2 | 15 | -21 | -11
18 | O=C(O)CC(NC(=O)C1CCCCC1)c1cc([N+](=O)[O-])ccc1Cl (stereo not drawn) | 5 | 4 | -2 | 1 | 7 | -4 | -6 | -7 | 7 | 21 | 9
19 | CC(=O)c1ccc(N(C(=O)c2csnn2)C(C(=O)NC(C)(C)C)c2cccs2)cc1 (stereo not drawn) | -13 | 1 | 5 | -2 | -4 | 0 | -2 | 1 | 2 | 0 | -1
20 | CCCN(CCC)C(=O)c1ccc2c(=O)n(Cc3ccco3)c(=S)[nH]c2c1 | -1 | 7 | -5 | 0 | -3 | 10 | -2 | -10 | 12 | 8 | 0

Record cards, as listed above. Screens in order: Vif imaging | NOD2 RIPK2 PPI | TROY signal inh | TLR9-MyD88 inh | EBV LMP1 NFkB | NCOA2 inhibitor | C8 TRAIL sens | LRH-1 inv ag | SRC3 inh | COUP-TFII inh | NCOA1 inh
COc1ccc(Cl)cc1C(=O)OCC(=O)c1c(N)n(C)c(=O)n(C)c1=O reads / | -10 | 9 | 2 | 4 | 8 | -10 | -46 | 5 | 9 | -10
CCCN(CCC)C(=O)c1ccc2c(=O)n(Cc3ccco3)c(=S)[nH]c2c1 reads -1 | 7 | -5 | 0 | -3 | 10 | -2 | -10 | 12 | 8 | 0

Next section
nr | SMILES | Vif imaging | NOD2 RIPK2 PPI | TROY signal inh | TLR9-MyD88 inh | EBV LMP1 NFkB | NCOA2 inhibitor | C8 TRAIL sens | LRH-1 inv ag | SRC3 inh | COUP-TFII inh | NCOA1 inh
21 | Cc1ccc(CCNC(=O)CCNS(=O)(=O)c2ccc3c(c2)oc(=O)n3C)cc1 | 3 | -1 | -9 | -5 | 0 | 10 | 4 | -8 | -13 | -1 | -5
22 | O=S(=O)(NCC1CCCO1)c1ccccc1F (stereo not drawn) | 27 | -1 | -12 | 0 | -13 | -13 | 13 | -10 | -11 | 6 | -15
23 | O=C(C1CCCN(S(=O)(=O)c2ccccc2)C1)N1CCCc2ccccc21 (stereo not drawn) | -11 | 1 | 12 | 1 | 16 | 13 | -9 | 17 | -12 | 37* | 5
24 | Cc1cc(NC(=O)Cn2nc(C(F)(F)F)c3c2CCC3)n(-c2ccccc2)n1 | -7 | -9 | -6 | -1 | 6 | 0 | -2 | -7 | 10 | 14 | -1
25 | Cc1cc(C)n(CC(O)COc2ccc(Cl)cc2Cl)n1 (stereo not drawn) | 3 | 6 | -34 | -3 | -11 | -42 | 1 | -12 | -28 | -14 | -25
26 | COc1ccc(C2NC(=O)CS2)cc1OC (stereo not drawn) | / | -20 | -16 | 5 | -7 | -19 | -7 | -2 | 11 | -1 | 3
27 | CC(C)=C1C2CCC1C1C(=O)N(CCc3ccccc3)C(=O)C21 (stereo not drawn) | 4 | -2 | -4 | 0 | -4 | -11 | -9 | 11 | 16 | -1 | -13
28 | Cc1cc(Cl)ccc1OCc1n[nH]c(=S)n1C1CCCCC1 | -8 | -3 | 7 | 2 | -5 | -1 | 34 | -24 | 18 | 5 | -10
29 | O=C(COC(=O)c1sc2ccccc2c1Cl)Nc1ncc(Cl)cc1Cl | 2 | -5 | 9 | -2 | -13 | 4 | -12 | -7 | -5 | 0 | -5
30 | CCCCn1c(N)c(N(CCC(C)C)C(=O)c2cccc(N3C(=O)c4ccccc4C3=O)c2)c(=O)[nH]c1=O | -8 | 2 | -1 | 4 | -4 | 11 | -14 | -17 | 21 | 9 | -28
31 | Cc1ccc(Nc2nc(Nc3ccc(C)cc3)nc(SC3=NCCS3)n2)cc1 | -4 | -6 | -31 | -17 | -16 | 7 | -12 | -1 | -2 | 9 | 1
32 | CN(O)/C=C1\C(=O)Nc2ccccc21 | -1 | 9 | 5 | -4 | -1 | -18 | -1 | 8 | -10 | -18 | -2
33 | CCOC(=O)CSc1cc(CS(C)(=O)=O)nc(-c2ccccn2)n1 | 16 | -9 | 3 | -2 | 0 | -8 | -7 | 8 | 3 | -8 | -4
34 | CCOC(=O)C(=O)NCC(c1cccs1)S(=O)(=O)c1ccc(Cl)cc1 (stereo not drawn) | 4 | -2 | 4 | 1 | / | -10 | 31 | 0 | 7 | 12 | -2
35 | COc1cc(CNn2cnnc2)ccc1OCC(=O)NC(C)(C)C | 10 | -4 | 20 | 7 | 5 | -4 | -8 | -9 | -2 | 8 | -13
36 | Cc1nc(-c2ccc(S(=O)(=O)N3CCOCC3)cc2)cs1 | 0 | -14 | -10 | -10 | -6 | 4 | -8 | -3 | 10 | 8 | -8
37 | C=CCNC(=O)CSc1nc2ccccc2c(=O)n1CCc1ccc(OC)c(OC)c1 | -10 | -2 | 4 | -13 | 2 | 10 | -6 | -6 | -5 | 23 | -14
38 | CCOC(=O)CC(=O)Nc1cc2ccc(OC)c(OC)c2cc1C(=O)OCC | 7 | -6 | -6 | 0 | -2 | -8 | -13 | -2 | -12 | 6 | -9
39 | O=C(NC1CC1)C1=C[C@H](c2csc3ccccc23)C[C@H](OCCCCO)O1 | -10 | -2 | 8 | 1 | -2 | -1 | -6 | 16 | 17 | -4 | 2
40 | CC(C)(C)c1ccc(S(=O)(=O)N2CCN(C(=O)c3ccc4c(c3)C(=O)N(Cc3ccncc3)C4=O)CC2)cc1 | 3 | -8 | 1 | 4 | -3 | -2 | 30 | 5 | 0 | 6 | 4
41 | O=C(Nc1ccc2c(c1)OCCO2)C(c1ccccc1F)n1c(=O)c(-c2cc3ccccc3[nH]2)nc2ccccc21 (stereo not drawn) | / | 49* | / | / | / | -13 | -9 | 8 | / | -11 | /

Filtered by structure, those above containing an aryl methoxy group
nr | SMILES | Vif imaging | NOD2 RIPK2 PPI | TROY signal inh | TLR9-MyD88 inh | EBV LMP1 NFkB | NCOA2 inhibitor | C8 TRAIL sens | LRH-1 inv ag | SRC3 inh | COUP-TFII inh | NCOA1 inh
3 | COc1ccc(Cl)cc1C(=O)OCC(=O)c1c(N)n(C)c(=O)n(C)c1=O | / | -10 | 9 | 2 | 4 | 8 | -10 | -46 | 5 | 9 | -10
9 | CCCC1(c2ccccc2)NC(=O)N(CC(=O)Nc2cc(C)ccc2OC)C1=O (stereo not drawn) | 6 | -4 | 3 | -3 | -7 | -12 | -2 | -1 | 1 | 13 | -22
26 | COc1ccc(C2NC(=O)CS2)cc1OC (stereo not drawn) | / | -20 | -16 | 5 | -7 | -19 | -7 | -2 | 11 | -1 | 3
35 | COc1cc(CNn2cnnc2)ccc1OCC(=O)NC(C)(C)C | 10 | -4 | 20 | 7 | 5 | -4 | -8 | -9 | -2 | 8 | -13
37 | C=CCNC(=O)CSc1nc2ccccc2c(=O)n1CCc1ccc(OC)c(OC)c1 | -10 | -2 | 4 | -13 | 2 | 10 | -6 | -6 | -5 | 23 | -14
38 | CCOC(=O)CC(=O)Nc1cc2ccc(OC)c(OC)c2cc1C(=O)OCC | 7 | -6 | -6 | 0 | -2 | -8 | -13 | -2 | -12 | 6 | -9

Assay outcomes (PubChem BioAssay)

Only part of the results is shown; rates above refer to the full screens.
